PvdQ acylase – P. aeruginosa PvdQ acylase inhibitors, primary screen, biochemical, fluorescence, plate reader and imaging, single point; inhibition, % at 10 µM; PvdQ acylase [Pseudomonas aeruginosa LESB58]; 340,000 compounds, 0.063% hits; purified PvdQ acylase; in the data active = inhibition above about 30%, passing the limit was not always enough;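 note: 0% = vehicle neutral wells and 100% = reference inhibitor wells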
CDK5 p35 inh – inhibitors of human CDK5/p35 kinase, primary screen, biochemical, single concentration; Recombinant CDK5/p35, ADP-Glo luminescence, 60 min; inhibition, % at 10 µM; 330,000 compounds, 0.01% hits; Cyclin-dependent kinase 5 (Homo sapiens) + Cyclin-dependent kinase 5 activator 1 (Homo …; AID 488839, 2010;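 active = highest replicate inhibition of at least 50% and at least 75% of replicates reaching 50%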;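 note: plate controls were DMSO neutral control for no effect and GW8510 at 10 µM for full effect; many of its hits are not listed in these tables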
RTF Ca sens act – cardiac RTF calcium sensitivity activators, primary screen, biochemical, IANBD-TnC fluorescence, EC20 calcium. 340,000 compounds, 0.24% hits. IANBD-labeled TnC RTF fluorescence at EC20 calcium; 0% EC20 calcium, 100% full calcium. Troponin I, cardiac muscle (Homo sapiens) + Troponin T, cardiac muscle (Homo sapiens) + …. activation, % at 7.2 µM. AID 493008, 2010;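 active = activation above the mean over all tested compounds plus 3 SD, cut at about 30% in these data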;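 note: rise in fluorescence read as greater calcium sensitivity of cardiac thin filaments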
Wnt act – Wnt/beta-catenin pathway activators, primary screen, cell-based, plate reader, single point | Wnt/beta-catenin reporter cell assay, activator | activation, % at 9.35 µM | 300,000 compounds, 1.2% hits | AID 743398, 2014; in the data active = activation above about 30%, passing the limit was not always enough;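 note: 0% = neutral control wells and 100% = positive control wells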
SR-BI HDL uptake – inhibitors of SR-BI mediated HDL lipid uptake, primary screen, ldlA[mSR-BI] cells, fluorescence, single point; Scavenger receptor class B member 1 (Mus musculus), Q61009; inhibition, % at 12.5 µM; 320,000 compounds, 0.96% hits; ldlA[mSR-BI] CHO cells, DiI-HDL uptake fluorescence, 3 h;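 active = mean replicate inhibition of at least 70% and a set share of replicates each scoring 70 or more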;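 note: 0% = median of neutral control wells and 100% = median of positive control wells; values of inactives mirror those of a sister screen read the other way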
Target sequence (Q61009 whole entry, looked up): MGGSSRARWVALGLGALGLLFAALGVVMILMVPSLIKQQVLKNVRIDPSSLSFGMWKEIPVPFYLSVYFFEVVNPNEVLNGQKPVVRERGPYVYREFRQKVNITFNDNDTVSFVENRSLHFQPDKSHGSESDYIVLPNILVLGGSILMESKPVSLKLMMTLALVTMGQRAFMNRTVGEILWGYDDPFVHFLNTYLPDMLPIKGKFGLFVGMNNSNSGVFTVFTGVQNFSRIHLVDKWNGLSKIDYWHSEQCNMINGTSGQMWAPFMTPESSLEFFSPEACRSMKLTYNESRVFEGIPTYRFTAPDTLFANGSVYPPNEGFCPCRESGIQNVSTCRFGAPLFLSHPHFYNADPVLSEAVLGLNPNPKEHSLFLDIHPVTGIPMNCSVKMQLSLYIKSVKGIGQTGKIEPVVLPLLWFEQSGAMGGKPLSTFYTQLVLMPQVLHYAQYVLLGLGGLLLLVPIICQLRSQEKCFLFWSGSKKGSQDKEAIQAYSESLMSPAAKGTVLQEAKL
MITF TRPM1 HTS – activators of MITF-driven TRPM1 promoter reporter, primary screen, cell-based, SK-MEL-5, luciferase, single point. SK-MEL-5 TRPM1-promoter luciferase, 24 h; % of positive control, neutral wells = 0. activation, % at 12.5 µM. 300,000 compounds, 0.75% hits;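 active = mean activation of at least 80% with every replicate also reaching 80%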;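 note: 0% = neutral control wells and 100% = parthenolide positive control wells; values of inactives mirror those of a sister screen read the other way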
dFosB act – activators of delta FosB homodimer, primary screen, biochemical, fluorescence polarization, TAMRA-CDK5 oligo, single point. purified delta FosB; percent of positive-control signal above neutral wells. activation, % at 25 µM. 340,000 compounds, 0.99% hits. AID 493131, 2011;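 active = mean activation above about 17%, with every replicate also reaching it, limit read from the data, passing the limit was not always enough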;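 note: fluorescence polarization rise as delta FosB binds a TAMRA Cdk5 AP-1 oligo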
HTR5A ag – HTR5A agonists in luminescence cell assay, primary screen, counter-screen for OPRM1-OPRD1 heterodimer agonist project, full-deck HTS | 5-hydroxytryptamine receptor 5A (Homo sapiens), P47898 | cell-based | activation, % at 9.3 µM | 340,000 compounds, 0.61% hits; in the data active = activation mostly above about 9.5%, no sharp cut-off; inactive = mostly below about 7.6%;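 note: 0% = cells with vehicle only and 100% = reference agonist; strong numbers were not always called active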
SR-BI DiI-HDL act – activators of SR-BI mediated DiI-HDL uptake, primary screen, ldlA[mSR-BI] CHO cells, DiI fluorescence | 3 h; 100 = double the neutral-control signal | activation, % at 12.5 µM | 320,000 compounds, 0.096% hits;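 active = mean replicate activation of at least 60% and every replicate at or above 60%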;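 note: 0% = median plate neutral-control signal and 100% = twice that signal; values of inactives mirror those of a sister screen read the other way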
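System: CHO ldlA[mSR-BI] cells / Medium: HEPES-buffered (25 mM, pH 7.4) F12 plus 0.5% BSA / Probe or stimulus: labelled HDL, 10 µg/mL / Doses: single compound concentration, delivered by pin transfer / Schedule: 3 h, 37 °C / Measured by: DiI fluorescence, bottom read / Measure: cell-associated DiI fluorescence as measure of HDL uptake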
Rtt109 HAT inh – inhibitors of C. albicans Rtt109/Vps75 HAT, primary screen, biochemical, ThioGlo CoA-SH fluorescence, plate reader. inhibition, % at 34.9 µM. 330,000 compounds, 0.16% hits. purified Rtt109/Vps75, 4 h. AID 540336, 2011. Histone acetyltransferase RTT109 (Candida albicans (strain SC5314 / ATCC MYA-2876)), …;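 active = inhibition of at least 50% in every replicate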
Target sequence (Q5AAJ8 whole entry, looked up): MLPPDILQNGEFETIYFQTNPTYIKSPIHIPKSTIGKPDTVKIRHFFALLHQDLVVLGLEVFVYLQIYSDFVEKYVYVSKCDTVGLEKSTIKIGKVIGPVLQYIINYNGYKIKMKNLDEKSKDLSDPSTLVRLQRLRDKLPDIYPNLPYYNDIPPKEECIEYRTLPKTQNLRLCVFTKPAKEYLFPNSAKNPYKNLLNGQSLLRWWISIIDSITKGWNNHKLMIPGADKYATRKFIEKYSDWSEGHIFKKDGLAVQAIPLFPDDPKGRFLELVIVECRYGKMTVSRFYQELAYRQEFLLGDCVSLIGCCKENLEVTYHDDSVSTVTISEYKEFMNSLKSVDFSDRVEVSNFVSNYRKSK
Numbers without * were called inactive; . = no result given.

SMILES	PvdQ acylase	CDK5 p35 inh	RTF Ca sens act	Wnt act	SR-BI HDL uptake	MITF TRPM1 HTS	dFosB act	HTR5A ag	SR-BI DiI-HDL act	Rtt109 HAT inh
COc1ccc(C(=O)c2ccc(Cl)cc2)c2ccccc12	20	1.8	-1	.	28	2	-1	-3	-28	1
CS(=O)(=O)N1CCN(c2ccc([N+](=O)[O-])c(NCCN3CCOCC3)c2)CC1	14	-1.3	3	.	-5	5	-3	1	5	6
CC(C)(C)C(=O)COC(=O)c1ccc(O)cc1	3	3.3	4	-1	1	3	1	-2	-1	0
CCOC(=O)CSc1ncc(-c2ccc([N+](=O)[O-])cc2)[nH]1	-7	1.0	-3	4	2	15	4	0	-2	4
CC(C)Oc1ccc(CCNC(=O)CC2C(=O)NCCN2C)cc1 (stereo not drawn)	5	-1.4	2	1	.	4	-2	-6	.	1
COc1ccc(C(=O)NCC(C)(C)N2CCOCC2)cc1S(=O)(=O)N1CCCC1	-8	-0.2	4	-6	4	4	-7	4	-4	7
Cc1nc(NC(=S)NC(=O)COc2ccccc2Cl)ccc1Br	-6	-2.2	2	-2	-27	9	2	3	27	-2
CCCCCCOc1ccc(C(CC(N)=O)C(=O)O)cc1 (stereo not drawn)	-12	0.2	0	-1	-7	6	-10	7	7	0
COc1ccc(NC(=O)/C(C#N)=C/C=C/c2ccco2)cc1	6	0.8	-7	1	-6	6	-1	1	6	28
CN(Cc1ccco1)Cc1ccc(O)c2ncccc12	-3	2.4	-7	.	-20	2	4	0	20	-1
COc1ccc(CNC(=O)[C@H](C)NC(=O)C2CCN(S(=O)(=O)c3ccc(F)cc3)CC2)cc1	-16	.	-2	1	1	2	-4	6	-1	-10
CCCCNC(=O)CCC(=O)Nc1ncc(-c2ccc(C)cc2)n1C	-12	-0.9	2	-3	-16	10	-7	9	16	-17
COc1ccc(/C=N\NC(=O)CNC(=O)C(c2ccccc2)c2ccccc2)cc1[N+](=O)[O-]	-25	-1.6	1	-1	-9	-8	2	5	9	0
CCCn1c(C)cc(/C=C(\C#N)C(=O)OCC(=O)NC(=O)NCC)c1C	0	-0.8	-5	.	23	0	-7	0	-23	-8
O=C(Nc1ccc(OC(=O)c2cccnc2)cc1)c1cccnc1	-1	-1.9	2	-5	6	.	-3	8	-6	6
C/C(=N\N1CCN(C2c3ccccc3-c3ccccc32)CC1)c1ccco1	0	-0.7	0	0	30	10	2	7	-30	-1
Cc1ccc(NC(=O)CCN2CC(C)OC(C)C2)cc1 (stereo not drawn)	-7	-0.2	1	19	-15	-2	-15	1	15	5
COc1ccc(CNC(=O)C2CCN(S(=O)(=O)c3ccc4nc5c(c(C(=O)O)c4c3)CC(C)CC5)CC2)cc1 (stereo not drawn)	-9	-0.6	-1	-2	5	8	-24	6	-5	-3
O=C(Cc1ccc(-n2cccc2)cc1)NCc1cccs1	-11	-0.3	-1	.	-2	13	1	1	2	-5
CCOC(=O)C1C(=O)NC(SC)=C(C#N)C1c1ccccc1F (stereo not drawn)	-9	-0.9	-1	.	-20	-1	-3	-5	20	3
CN1CCN(C(=O)C2CCC(=O)N(Cc3cccc(C(F)(F)F)c3)C2)CC1 (stereo not drawn)	-11	-1.1	-4	-1	-19	-3	-5	5	19	7
Clc1ccc(N2CCCCCC2)nn1	1	1.9	11	1	-11	.	0	-2	11	-9
COc1ccc(Nc2ccc(S(=O)(=O)N3CCCCC3)cc2[N+](=O)[O-])cc1	7	10	-14	-5	15	-2	-10	5	-15	.
Cc1ccc(NC(N)=S)cc1C	9	-0.8	4	-2	-7	-8	-1	0	7	-5
N#Cc1cc([N+](=O)[O-])ccc1NCCCn1ccnc1	12	1.9	1	0	.	-14	1	7	.	26
COc1ccc(-c2cc(C3CC3)nc(SCC(=O)c3cccs3)c2C#N)cc1	-4	-3.1	20	-1	66	4	-5	2	-66	-2
CCOc1ccc(N(CC(=O)Nc2cccc(Cl)c2)S(=O)(=O)c2c(C)noc2C)cc1	2	0.2	-5	-3	37	0	-8	3	-37	18
O=c1ccn([C@@H]2O[C@H](CNS(=O)(=O)c3cc4ccccc4s3)[C@@H](O)[C@H]2O)c(=O)[nH]1	-4	-4.5	-2	-6	-11	-4	4	-2	11	5
O=C(Cn1nc(C(=O)O)c2ccccc2c1=O)Nc1cccc(S(=O)(=O)N2CCCCC2)c1	-1	-1.6	-8	2	4	-10	28*	8	-4	-1
Cc1cc(Nc2cccc([N+](=O)[O-])c2)n2c(nc3ccccc32)c1C#N	-11	0.0	2	.	6	-76	8	-5	-6	4

2 records drawn at random from those above, as already listed:
SMILES	PvdQ acylase	CDK5 p35 inh	RTF Ca sens act	Wnt act	SR-BI HDL uptake	MITF TRPM1 HTS	dFosB act	HTR5A ag	SR-BI DiI-HDL act	Rtt109 HAT inh
COc1ccc(C(=O)NCC(C)(C)N2CCOCC2)cc1S(=O)(=O)N1CCCC1	-8	-0.2	4	-6	4	4	-7	4	-4	7
Cc1ccc(NC(N)=S)cc1C	9	-0.8	4	-2	-7	-8	-1	0	7	-5

(more compounds)
SMILES	PvdQ acylase	CDK5 p35 inh	RTF Ca sens act	Wnt act	SR-BI HDL uptake	MITF TRPM1 HTS	dFosB act	HTR5A ag	SR-BI DiI-HDL act	Rtt109 HAT inh
COc1ccc(-c2csc(N(CCCN(C)C)C(=O)c3ccc(C(C)(C)C)cc3)n2)cc1	-10	0.5	2	-8	26	4	15	2	-26	-7
Cc1nn(C)c(C)c1CNC(=O)c1cnn2c1NC(c1ccccc1)CC2C(F)(F)F (stereo not drawn)	-11	-0.4	-3	.	-12	-9	-11	-6	12	-10
COc1ccc(S(=O)(=O)Nc2ccc(C)c(S(=O)(=O)N3CCOCC3)c2)cc1[N+](=O)[O-]	6	0.2	3	-2	-7	4	-8	1	7	-5
Nc1nc(-c2ccco2)nn1C(=O)c1ccccc1	-2	2.1	1	.	-32	11	4	-1	32	-8
Cc1cccc(N2CCN(C(=O)CSc3nc4ccccc4nc3N3CC(C)OC(C)C3)CC2)c1C (stereo not drawn)	-14	0.1	-4	-11	29	-20	-4	-3	-29	-7
Cc1cccc(N2CCN(C(=S)c3ccc(-c4ccccc4[N+](=O)[O-])o3)CC2)c1	-6	0.1	1	3	-59	0	-12	-3	59	4
O=C(Nc1ccccc1C(=O)Nc1ccccn1)c1cccc([N+](=O)[O-])c1	8	0.6	-6	-2	53	.	9	1	-53	12
CCOC(=O)CSc1nnc2c3ccccc3n(CC)c2n1	-9	-1.3	4	-1	3	.	-2	-2	-3	12
COC(=O)c1ccc(NC(=O)Cc2ccccc2)cc1	-14	1.0	3	39*	-6	.	2	4	6	-9
O=C(CSc1nc(C(F)(F)F)cc(=O)[nH]1)N1CCOCC1	-1	-5.0	5	-1	-22	7	3	0	22	2

Shown with bars between the fields: part of the list above
SMILES | PvdQ acylase | CDK5 p35 inh | RTF Ca sens act | Wnt act | SR-BI HDL uptake | MITF TRPM1 HTS | dFosB act | HTR5A ag | SR-BI DiI-HDL act | Rtt109 HAT inh
Nc1nc(-c2ccco2)nn1C(=O)c1ccccc1 | -2 | 2.1 | 1 | . | -32 | 11 | 4 | -1 | 32 | -8
Cc1cccc(N2CCN(C(=O)CSc3nc4ccccc4nc3N3CC(C)OC(C)C3)CC2)c1C (stereo not drawn) | -14 | 0.1 | -4 | -11 | 29 | -20 | -4 | -3 | -29 | -7
Cc1cccc(N2CCN(C(=S)c3ccc(-c4ccccc4[N+](=O)[O-])o3)CC2)c1 | -6 | 0.1 | 1 | 3 | -59 | 0 | -12 | -3 | 59 | 4
O=C(Nc1ccccc1C(=O)Nc1ccccn1)c1cccc([N+](=O)[O-])c1 | 8 | 0.6 | -6 | -2 | 53 | . | 9 | 1 | -53 | 12
CCOC(=O)CSc1nnc2c3ccccc3n(CC)c2n1 | -9 | -1.3 | 4 | -1 | 3 | . | -2 | -2 | -3 | 12

The list goes on.
SMILES	PvdQ acylase	CDK5 p35 inh	RTF Ca sens act	Wnt act	SR-BI HDL uptake	MITF TRPM1 HTS	dFosB act	HTR5A ag	SR-BI DiI-HDL act	Rtt109 HAT inh
CCCC[C@@H]1CNC(=S)N1CCCc1cc(OC)c(OC)c(OC)c1	-8	1.3	0	14	25	-5	-3	0	-25	0
O=C(O)CCCNc1c(C(=O)Nc2ccc(Cl)cc2)cc([N+](=O)[O-])cc1[N+](=O)[O-]	-12	-0.2	4	-4	5	-5	0	2	-5	-5
Cc1ccc(S(=O)(=O)/N=C(\c2ccc(F)cc2)n2c(C)nc3ccccc32)cc1	9	0.0	-6	.	7	6	-9	2	-7	-6
Cc1cc(C(c2ccc(C)o2)c2ccc(C)o2)c(O)c([N+](=O)[O-])c1	-3	0.8	-9	-1	23	-1	-8	-4	-23	-2
O=C(NNS(=O)(=O)c1ccccc1)C1CCN(S(=O)(=O)c2ccc(Cl)cc2)CC1	-19	-0.7	4	-8	-18	.	3	-1	18	-3
C=CCn1c(SCC(=O)NC)nc2sc3c(c2c1=O)CCC3	-3	0.1	0	1	-20	30	2	4	20	3
Cc1ccccc1OCC(=O)Nc1ccc2c(c1)n(C)c(=O)n2C	-4	-1.8	-2	-1	14	-4	2	8	-14	-1
Cc1ccc(CN2CCN(/N=C/c3ccc(C(F)(F)F)cc3)CC2)cc1	-3	-1.3	3	.	-6	-4	4	-3	6	7
CCC(=O)Nc1ccccc1Oc1ccccc1	-22	0.2	1	12	10	8	-4	0	-10	-1
COc1cc(C2=NOC(C(=O)NCc3ccccn3)C2)cc(OC)c1OC (stereo not drawn)	-5	1.8	6	.	-30	-7	-9	6	30	-3
Cn1c(=O)c2c(nc(SCc3ccccc3F)n2C)n(C)c1=O	4	-0.4	4	-2	23	.	-4	2	-23	1
COc1cccc(OC)c1C(=O)NC(=O)NNc1cc(C(F)(F)F)cc(C)n1	9	1.9	-2	0	9	-5	-5	7	-9	-2
Cc1nn(-c2ccccc2)c2sc(C(=O)N(CC(=O)NC3CCCC3)Cc3ccco3)cc12	3	0.3	-4	-1	55	.	0	6	-55	8

High-throughput results (PubChem)
